Screening results deposited in PubChem BioAssay by several laboratories.
C8 TRAIL sens: caspase-8 TRAIL sensitization; inhibition (viability loss, TRAIL sensitization), % at 10 µM; NB7+C8 cells + TRAIL, ATPlite viability luminescence; 1% of 360,000 active;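 active means compounds causing at least 50% loss of cell viability in the single-dose screen, relative to plate controls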
KKLEB cytotox: counter-screen for CF NF-kB inhibitors: cytotoxicity; activity change (cytotoxicity), % at 5 µM; 0.36% of 360,000 active; KKLEB CF airway cells viability, ATPlite luminescence, overnight; active compounds read low; cells stimulated with P. aeruginosa culture filtrate; AID 602141;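 active means corrected activity change at or below -50% at 5 µM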
NCOA1 inh: inhibits human SRC1 coactivator; Q15788; HEK293 GAL4-SRC1 luciferase reporter, luminescence; inhibition, % at 3.6 µM; 0.12% of 360,000 active;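 active means inhibition above the campaign mean plus 3 SD, with each screening campaign given its own cutoff, cut at about 60% in these data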;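 further: 0% = DMSO treated cells and 100% = gossypol at 36 µM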
COUP-TFII inh: inhibitors of human COUP-TFII (NR2F2). P24468. inhibition, % at 8.6 µM. HEK293T NGFI-A luciferase reporter, luminescence. AID 686940. 0.7% of 370,000 active;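 active means inhibition above a per-plate cutoff, mean inhibition of test wells between control levels plus 3 SD, cut at about 38% in these data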;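 further: cells cotransfected with COUP-TFII expression vector driving the NGFI-A reporter; 0% = median of COUP-TF2 test wells and 100% = reporter-only cells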
SRC2 inh: inhibits human steroid receptor coactivator 2; Q15596; HEK293 GAL4-SRC2 luciferase reporter, luminescence; inhibition, % at 9 µM; 0.17% of 370,000 active;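 active means inhibition above the mean inhibition of all tested compounds plus 3 SD, set per campaign, cut at about 52% in these data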;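 further: 0% = DMSO treated cells and 100% = cells given Gossypol at 36 µM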
Target sequence (Q15596 whole entry, looked up, the tested form may be a part): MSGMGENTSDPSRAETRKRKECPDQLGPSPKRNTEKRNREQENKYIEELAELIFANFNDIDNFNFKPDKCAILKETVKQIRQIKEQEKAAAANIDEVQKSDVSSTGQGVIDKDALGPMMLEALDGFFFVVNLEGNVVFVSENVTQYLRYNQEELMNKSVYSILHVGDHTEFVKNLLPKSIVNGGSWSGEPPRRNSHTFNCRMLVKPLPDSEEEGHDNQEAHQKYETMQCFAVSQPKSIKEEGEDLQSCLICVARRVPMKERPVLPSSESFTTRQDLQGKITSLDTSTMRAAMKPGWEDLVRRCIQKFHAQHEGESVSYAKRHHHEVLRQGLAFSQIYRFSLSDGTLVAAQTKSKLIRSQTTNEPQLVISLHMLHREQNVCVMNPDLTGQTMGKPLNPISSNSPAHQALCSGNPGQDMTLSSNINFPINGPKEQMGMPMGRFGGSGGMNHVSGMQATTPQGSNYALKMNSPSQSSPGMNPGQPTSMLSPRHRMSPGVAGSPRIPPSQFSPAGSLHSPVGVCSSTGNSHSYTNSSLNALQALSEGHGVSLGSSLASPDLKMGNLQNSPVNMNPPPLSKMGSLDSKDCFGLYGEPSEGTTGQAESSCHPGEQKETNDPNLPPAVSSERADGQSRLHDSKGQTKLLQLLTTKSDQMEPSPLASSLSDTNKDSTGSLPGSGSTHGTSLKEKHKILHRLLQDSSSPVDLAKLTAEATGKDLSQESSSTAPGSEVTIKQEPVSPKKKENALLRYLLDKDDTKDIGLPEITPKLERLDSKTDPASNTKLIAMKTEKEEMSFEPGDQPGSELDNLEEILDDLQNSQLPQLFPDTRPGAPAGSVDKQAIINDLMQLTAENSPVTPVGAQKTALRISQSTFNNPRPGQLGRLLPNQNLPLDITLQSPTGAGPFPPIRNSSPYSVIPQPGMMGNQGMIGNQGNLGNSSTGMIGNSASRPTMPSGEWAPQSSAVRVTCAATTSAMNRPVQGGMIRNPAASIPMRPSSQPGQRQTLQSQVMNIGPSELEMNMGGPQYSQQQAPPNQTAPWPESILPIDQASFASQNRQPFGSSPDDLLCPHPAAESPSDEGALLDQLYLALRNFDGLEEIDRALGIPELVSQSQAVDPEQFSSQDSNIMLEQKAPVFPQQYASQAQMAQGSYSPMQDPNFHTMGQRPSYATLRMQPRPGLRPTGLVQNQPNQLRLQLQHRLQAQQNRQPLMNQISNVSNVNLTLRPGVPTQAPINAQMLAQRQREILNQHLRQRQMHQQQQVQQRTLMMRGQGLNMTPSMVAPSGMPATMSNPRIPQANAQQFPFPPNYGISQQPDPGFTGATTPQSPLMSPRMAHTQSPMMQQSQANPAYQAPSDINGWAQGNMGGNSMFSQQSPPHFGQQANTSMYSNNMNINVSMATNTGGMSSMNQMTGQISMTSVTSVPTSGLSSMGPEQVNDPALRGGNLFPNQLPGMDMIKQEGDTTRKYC
LMP1 NFkB inh: Epstein-Barr LMP1 NF-kappaB reporter inhibition; LMP1-induced NF-kappaB luciferase reporter cells, luminescence; inhibition, % at 12.5 µM; 0.69% of 350,000 active; in the data active means inhibition above about 41%;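 further: 0% = neutral control wells and 100% = reference inhibitor control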
TWEAK-Fn14 inh: blocks TWEAK-Fn14 interaction in a reporter cell assay; TWEAK-stimulated Fn14 reporter cells, luciferase luminescence, 8 h; inhibition, % at 10 µM; 2% of 360,000 active; AID 1159606; in the data active means inhibition above about 50%
LRH-1 inv ag: NR5A2 inverse agonism in reporter assay; HEK293T StAR-luciferase reporter, LRH-1 transfected, 24 h; AID 602396; 0.13% of 360,000 active; O00482; inhibition, % at 3.6 µM;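 active means inhibition above the mean inhibition of all tested compounds plus 3 SD, cut at about 73% in these data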;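 further: 0% = DMSO wells and 100% = reporter-only cells lacking LRH-1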
NCOA3 inh: inhibits human SRC3 coactivator | Q9Y6Q9 | HEK293 GAL4-SRC3 luciferase reporter, luminescence | inhibition, % at 3.6 µM | 0.17% of 360,000 active | AID 588352;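 active means inhibition above a per-campaign cutoff, the mean of all compounds plus 3 SD, cut at about 60% in these data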;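 further: 0% = DMSO-treated cells and 100% = gossypol-treated cells at 36 µM; higher means less SRC3-driven luciferase light from the GAL4 reporter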
TROY signal inh: blocks TROY-dependent signaling in reporter cells; inhibition, % at 10 µM; AID 1347056; Q293 LMP1-TROYcd NF-kB luciferase reporter, 4 h; 0.98% of 360,000 active;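 active means compounds whose plate-normalised and pattern-corrected inhibition of the luciferase reporter signal at the single screening dose is 50% or more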
CF NFkB inh: cystic fibrosis NF-kB activation inhibition; 0.86% of 360,000 active; inhibition, % at 5 µM; AID 588850; KKLEB NF-kB-GFP reporter, PAF-induced, GFP fluorescence overnight;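 active means at least 50% inhibition at 5 µM, scaled per plate between neutral and stimulator controls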;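 further: PAF is a Pseudomonas aeruginosa culture filtrate used as stimulus; plate controls were PAF-stimulated DMSO wells for no effect and unstimulated DMSO wells for full effect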
Starred values were filed as active, the others as inactive; . = not tested or not shown.

SMILES	C8 TRAIL sens	KKLEB cytotox	NCOA1 inh	COUP-TFII inh	SRC2 inh	LMP1 NFkB inh	TWEAK-Fn14 inh	LRH-1 inv ag	NCOA3 inh	TROY signal inh	CF NFkB inh
O=C(CCCNS(=O)(=O)c1ccc(Cl)c(Cl)c1)NCCc1ccccn1	-1	2	-4	0	-28	7	11	-1	2	-4	14
CCOc1ccc(N(C(=O)c2snc(C(N)=O)c2N)C(C(=O)NC2CCCC2)C(C)C)cc1 (stereo unspecified)	13	-9	3	7	1	-6	9	2	-26	14	14
COc1ccc(C(=S)N2CCN(c3ccccc3C)CC2)cc1	-9	3	-58	6	15	6	-2	6	-21	-1	-7
O=C1COc2ccc(S(=O)(=O)N3CCC(C(=O)NCc4ccccc4)CC3)cc2N1	16	0	-5	-3	-3	-21	-15	-21	-11	5	22
CC(OC(=O)c1cccc(Cl)c1)C(=O)NC1CCCCC1C (stereo unspecified)	13	-6	-14	-2	-8	5	9	1	7	-1	14
CCNc1nc(C#N)nc2c1ncn2-c1cc(F)cc(F)c1	14	4	-7	-3	24	7	6	6	3	-19	14
O=C(OCc1ccccc1)/C(=C/c1ccccc1Cl)NC(=O)c1ccco1	0	11	-40	20	-6	5	3	5	8	14	-33
CCOC(=O)c1ccc(-n2c(N)c(C(=O)NCC3CCCO3)sc2=S)cc1 (stereo unspecified)	2	4	-2	6	15	0	-11	11	-6	-6	0
Cc1ccc(NC(=O)COC(=O)C2=NNC(=O)CC2)c(Br)c1	-2	8	-16	-13	9	-5	6	-3	8	0	2
CCN1CCN(c2ccc(Cl)cc2NC(=O)c2ccco2)CC1	6	-34	1	-24	-6	4	-2	16	12	12	7
COc1ccc(OCc2nnc(SCC(=O)Nc3cccc(Cl)c3)o2)cc1	-1	-4	-8	-7	11	2	3	10	1	-14	7
OC(CNCCc1ccc(C(F)(F)F)cc1)COC(c1ccccc1)c1ccccc1 (stereo unspecified)	4	-16	10	12	8	-10	-21	-1	9	26	14
CC(=O)N1CCc2cc(S(=O)(=O)NC(C(=O)Nc3ccc4c(c3)OCCO4)C(C)C)ccc21 (stereo unspecified)	-9	-6	3	12	-5	-9	28	3	-31	36	3
CC(NC(=O)C(=O)N/N=C/c1ccccc1)c1ccccc1 (stereo unspecified)	1	1	-6	0	-23	1	-10	-5	8	-19	0
c1ccc2sc(-n3cc(C4CCCCC4)nn3)nc2c1	29	.	.	-35	-93	.	29	-135	.	18	.
Cc1ccc(CN(C)C(=O)c2ccccc2NC(=O)c2ccccc2)o1	-7	8	12	4	17	3	5	5	-20	-17	-3
COc1ccc(C2=NS(=O)(=O)N(C)C(C(=O)NCc3ccccn3)=C2)cc1	0	-1	-2	6	-23	-6	7	4	-1	-12	1
C#CCOCCOCCOCCNc1nc(N2CCN(C(=O)CCCCCCCCCCNC(=O)[C@H](CCCCN)n3cc(CCCC(=O)O)nn3)CC2)nc(N2CCN(C(=O)CCCCCCCCCCNC(=O)[C@H](CCCN=C(N)N)n3cc(C[C@@H](C)CC)nn3)CC2)n1	-12	18	1	.	.	-2	-28	10	-4	5	4
CC(C)(C)NC(=O)CN1CCN(C(=O)CCl)CC1	-4	13	-2	-1	3	-12	-16	36	23	14	1
Cc1cc(OCc2cc(C(=O)NCc3cc(C(C)C)no3)no2)cc(C)c1Cl	-1	-10	-63	-73	-54	-43	-4	-84	-94	-69	-16
CC(NC(=O)c1ccc(F)cc1)c1nc2ccccc2n1Cc1ccccc1F (stereo unspecified)	2	2	6	.	.	0	-13	-1	13	-5	-24
Cn1nccc1C(=O)N1CCN(S(=O)(=O)c2ccc(Br)s2)CC1	-12	4	7	5	19	-5	4	-3	7	11	4
C/C(=N/NC(=O)c1ccc(-c2ccccc2)cc1)c1cc(O)cc(O)c1	28	13	2	1	0	4	-23	4	-25	-9	-4
CC(=O)Oc1cccc(N2C(=O)C3CC=CCC3C2=O)c1 (stereo unspecified)	-11	-6	-1	3	-7	-3	-9	18	-4	7	12
CC(=O)Nc1cccc(OCCCNC(=O)c2cccc3ccccc23)c1	-17	13	0	-14	-29	-2	-12	-9	-12	-24	-1
CC1CCN(S(=O)(=O)c2cccc(C(=O)Nc3ccccn3)c2)CC1	11	1	2	12	7	3	14	10	7	1	11
O=C(NC1CCCC1)c1cccc(Oc2ccccc2)c1	-2	-3	-33	-24	-30	-11	0	-45	-7	-56	-1
COc1ccc(C(=O)OCC(=O)NC2CCCC2)c(OC)c1OC	-1	5	5	-2	-26	-8	-2	15	-1	-13	-2
N#CCCN(C(=O)COC(=O)CCc1c[nH]c2ccccc12)c1ccccc1	16	4	-10	3	-32	-5	11	27	2	8	-4
CCOC(=O)c1ccc(N2C(=O)C3C(C2=O)C(C(=O)c2ccc(Cl)cc2)N2CCCC32)cc1 (stereo unspecified)	-14	2	-19	-4	11	-11	-13	-11	-21	-41	-8
Cc1ccc(OCCNC(=O)c2ccco2)cc1C	-5	-5	-28	-18	-26	7	-11	-35	-25	.	0
C=CCS(=O)(=O)N1CCCC(N2CCN(c3ccccc3OC)CC2)C1 (stereo unspecified)	9	3	-8	1	3	2	-20	-2	6	8	6
c1cncc(N=c2scc(-c3cccc4ccccc34)n2CCCn2ccnc2)c1	3	-5	7	12	-5	-3	17	-12	13	-6	8
CCN1C(=O)c2cccc3c(N)ccc1c23	-6	15	8	-38	-69	21	-6	53	28	5	-61
Cc1c(C(=O)Nc2ccc(Cc3ccncc3)cc2)cccc1[N+](=O)[O-]	1	10	1	17	16	16	-5	41	3	25	-10
CCN(CC)S(=O)(=O)c1ccc(N2CCCC2)c(NS(=O)(=O)c2ccc(OC)cc2)c1	-10	3	-22	6	-1	-1	-12	-14	9	3	7
O=C(COC(=O)Cc1n[nH]c(=O)c2ccccc12)Nc1ccc(Cl)cn1	9	6	-15	-13	-19	-3	-4	-15	-18	11	5
Cc1cccc(N(C(=O)c2ccco2)C(C(=O)NC2CCCC2)c2ccco2)c1C (stereo unspecified)	19	-1	10	-2	-6	0	25	8	-15	-1	16
CC(Sc1cccc[n+]1[O-])c1ccccc1 (stereo unspecified)	-8	-9	-6	-5	-8	-2	-4	12	-12	-8	-7
O=S(=O)(c1ccc(F)cc1)N1CCC(N2CCCCCC2)CC1	21	3	-5	5	-3	-6	-10	17	8	8	4

Only CF NFkB inh, for some of the entries so far:
| structure | CF NFkB inh |
| --- | --- |
| O=C(COC(=O)Cc1n[nH]c(=O)c2ccccc12)Nc1ccc(Cl)cn1 | 5 |
| Cc1cccc(N(C(=O)c2ccco2)C(C(=O)NC2CCCC2)c2ccco2)c1C (stereo unspecified) | 16 |
| CC(Sc1cccc[n+]1[O-])c1ccccc1 (stereo unspecified) | -7 |

Continuation:
SMILES	C8 TRAIL sens	KKLEB cytotox	NCOA1 inh	COUP-TFII inh	SRC2 inh	LMP1 NFkB inh	TWEAK-Fn14 inh	LRH-1 inv ag	NCOA3 inh	TROY signal inh	CF NFkB inh
CCOc1ccc(NC(=O)N2CC(C)OC(C)C2)cc1 (stereo unspecified)	-13	0	3	5	-14	-1	13	-7	3	2	-5
CCc1cccc(CC)c1NC(=S)N(CCN(C)C)C(C)c1cccnc1 (stereo unspecified)	-6	9	9	-28	3	-3	-10	3	17	-6	4
CN1CCN(C(=O)c2ccc3c(c2)N(Cc2cccc(Cl)c2)C(=O)c2ccccc2S3=O)CC1 (stereo unspecified)	23	12	5	-1	8	0	-2	-5	17	-10	-7
COc1cccc(C(=O)N2CCN(CCCc3ccccc3)CC2)c1OC	8	3	-2	8	-12	10	-3	-36	-22	0	-1
CCN(CC(=O)Nc1ccc(OC)c(OC)c1)S(=O)(=O)c1ccc(C)cc1	-1	-9	-8	7	-29	6	-6	10	15	-30	10
N#CC1(NC(=O)COc2cccnc2[N+](=O)[O-])CCCCC1	-1	-9	10	-5	9	7	17	4	-1	4	-12
O=C(CN1CCN(c2ccccn2)CC1)NC(=O)NC1CCCCC1	21	15	-6	4	9	-3	3	1	0	14	-37
O=C(c1ccccc1)c1cnc(-c2ccccc2)s1	11	2	-121	-44	-52	-21	28	-146	-72	7	-4
COc1ccc(N2C(=O)c3ccccc3NC2(C)C)cc1	-4	1	-67	-31	-46	42*	-12	-160	-87	-66	-15
CCn1c(=S)[nH]c2c(=O)n(C)c(=O)n(C)c21	15	6	4	5	4	0	-8	6	6	3	24
C=CCSc1nnc(NC(=O)CSCc2c(C)noc2C)s1	1	-11	-20	9	-7	-4	2	3	-6	-8	2
Cn1cc2ccc(N)cc2n1	10	12	-20	-23	-94	3	0	8	3	2	-5
O=C(Nc1ccc(F)cc1)OCCOc1ccc([N+](=O)[O-])cc1	-11	7	-24	2	16	-9	-19	-7	4	-1	-11
CC(NC(=O)Nc1ccc2c(c1)OCO2)C1CCCO1 (stereo unspecified)	7	11	-43	-10	-51	-7	-12	-43	-47	-32	2
O=C(NC(O)C(=O)c1cccs1)c1cccnc1 (stereo unspecified)	-7	-6	0	-5	17	-4	2	18	4	13	0
Cc1cc(C)n2nc(C(=O)OCC(=O)Nc3ccc(C)c(S(=O)(=O)N4CCOCC4)c3)nc2n1	0	2	-11	2	-2	-3	-22	-5	14	9	-21
CC(=O)Nc1ccc(S(=O)(=O)NC2=C(N3CCN(c4ccc(F)cc4)CC3)C(=O)c3ccccc3C2=O)cc1	47	0	2	-6	-5	12	29	-8	8	-4	18
Cc1ccc(-c2cc(NC=O)c3ncc(-c4cccc(C(=O)N(C)C)c4)n3c2)cc1	4	-27	-10	-34	-37	.	4	16	-7	-2	-7
O=c1c(-c2ccccc2)c(O)nc2ccccn12	1	-12	8	10	1	-20	4	11	-2	2	19
O=C(CC1CCCC1)Nc1nc2ccccc2[nH]1	51*	3	-77	-45	-27	-23	1	-119	-92	-48	5
O=C(CN1CCN(S(=O)(=O)N2CCOCC2)CC1)Nc1ccc(Cl)c(Cl)c1	7	2	9	10	19	-6	-4	5	-18	8	14
Cc1nn(CC2CCCCC2)c(N)c1-c1ccccc1	0	2	-47	-20	-29	-18	7	-77	-38	-90	-13
CCOC(=O)N1CCC(NC(=O)c2cccc3c2C(=O)N(Cc2cccnc2)C3)CC1	-1	-7	-4	-3	-25	0	-9	6	4	-2	14
CC(C)(C)N1CC(COc2ccccc2)OC1=O (stereo unspecified)	-18	2	-22	-23	3	2	0	-2	-10	-22	2
COCCNC(=O)c1cc(S(=O)(=O)N(C)C2CCCCC2)ccc1Cl	-3	-2	-3	-1	-2	1	-2	-16	-13	-1	-7
CC/C(=N/NC(=O)CCC(=O)Nc1ccccc1OC)c1ccccc1	-6	4	-5	-12	-12	0	-16	20	-1	17	15
O=C(NNC(=O)c1ccc(Br)s1)c1ccc(F)c(S(=O)(=O)N2CCOCC2)c1	-10	-1	-9	12	10	3	-4	10	1	-1	20
COc1cccc(CNc2ccc(F)c(Cl)c2)c1	-4	0	3	-3	-5	8	-10	14	-1	-25	-3

Structures above shown as hits in LMP1 NFkB inh:
molecule	NCOA1 inh	COUP-TFII inh	SRC2 inh	LMP1 NFkB inh	TWEAK-Fn14 inh	LRH-1 inv ag	NCOA3 inh	CF NFkB inh
COc1ccc(N2C(=O)c3ccccc3NC2(C)C)cc1	-67	-31	-46	42*	-12	-160	-87	-15
